Screens (PubChem BioAssay)
HIV RNase H inh: blocks HIV-1 RNase H cleavage of RNA/DNA duplex. P04585. AID 565. RT-RNase H RNA/DNA duplex cleavage, fluorescence. 65,000 tested, 1.9% active. inhibition, % at 10 µM; in the data active = inhibition above about 50%
RmlC RmlD mix: mixture blocks RmlC and RmlD coupled enzyme activity; RmlC/RmlD coupled enzyme inhibition, 384-well mixture HTS; inhibition, % at 5.5 µM; 110,000 tested, 0.39% active; AID 1532; in the data active = inhibition above about 30%, passing the limit was not always enough; also: strong numbers were not always called active
* = called active by the depositor; . = not tested or not shown. An excerpt, so the mix of outcomes need not match the whole.

#	Compound	HIV RNase H inh	RmlC RmlD mix
1	O=C(c1ccc(F)cc1)c1c[nH]c(C(=O)NCc2cccnc2)c1	.	82
2	COc1ccc(/C=C(/C(=O)Nc2ccccc2C(=O)NC(C)C)c2ccccc2)cc1	.	-9
3	Fc1ccccc1/C=C1\CCCC2=C1Nc1ncnn1C2c1ccccc1F (centres undefined)	.	2
4	O=C(NCc1ccco1)c1cnccn1	9	29
5	Cc1ccc(-c2n[nH]c(=S)n2/N=C/c2ccc(C)s2)cc1	.	-15
6	O=C1CCCc2c1sc1nc3n(c(=O)c21)CCCCC3	.	4
7	Cc1ccc2c(c1)sc1nc(=O)n(-c3ccc(Cl)c(Cl)c3)c(=O)n12	.	-9
8	CN1CCN(C2=Cc3ccc(Cl)cc3Sc3ccc(F)cc32)CC1	.	5
9	CC12CCC(C(=O)N3CCN(Cc4ccccc4)CC3)(OC1=O)C2(C)C (centres undefined)	6	14
10	Cn1cccc1Cc1nnc(SCC(=O)N2CCCCCC2)n1CCc1ccccc1	-1	7
11	CCCC(=O)N1CCN(C2=NS(=O)(=O)c3ccccc32)CC1	8	-6
12	Cc1ccc2c(c1)-c1cc(C)nn1C(c1sccc1C)N2 (centres undefined)	-4	-78
13	CC1(CC(=O)O)SC(=O)NC1=O (centres undefined)	5	-130
14	CS(=O)(=O)N(CC(=O)N1CCN(c2ccccc2F)CC1)c1cc(C(F)(F)F)ccc1Cl	-6	3
15	COc1ccc(NC(=O)c2ccc(CN(c3cc(Cl)ccc3C)S(=O)(=O)c3ccccc3)cc2)cc1OC	.	-12
16	CCN(CCCCN1C(=O)c2ccccc2C1=O)c1ccc2c(c1)C(=O)N(C)C2=O	2	135
17	Nc1nnc(SCCOc2ccccc2)s1	-15	-1
18	Cc1ccc(-n2c(SCC(=O)NCc3ccco3)nc3sc(C)c(C)c3c2=O)cc1	55*	3
19	S=c1[nH]nc(-c2cc3ccccc3o2)n1Cc1ccccc1	.	12
20	Cc1cc(=O)[nH]c(SCC2(O)C3CC4CC(C3)CC2C4)n1 (centres undefined)	-8	5
21	CCC(C)NC(=O)c1cn(CC)c2ccc(S(=O)(=O)N(C)C)cc2c1=O (centres undefined)	-6	3
22	CC12CN3CC(=O)N4CC5(C)CN(CC(C)(C4)C5=O)C(=O)CN(C1)CC(C)(C3)C2=O	-2	3
23	S=C1N(c2ccccc2)C(c2ccc(Cl)cc2)N2CCCN12 (centres undefined)	.	-9
24	COc1ccc(S(=O)(=O)NC2CCCC2)c(Cl)c1Cl	.	10
25	CN1CCN(C(=O)c2c(NC(=O)c3ccco3)sc3c2CCC(C(C)(C)C)C3)CC1 (centres undefined)	3	10
26	Cc1cc(S(=O)(=O)NC2CCCCC2)ccc1OCC(=O)N1CCOCC1	.	8
27	CN(Cc1ccccc1)S(=O)(=O)c1ccc(OCC(=O)N2CCOCC2)cc1	.	7
28	COC(=O)C1=C(C)NC(=O)CC1c1cccc(Cl)c1Cl (centres undefined)	-56	-6
29	Cc1cccc(-c2nnc(SCc3ccc(C#N)cc3)n2Cc2ccco2)c1	.	-5
30	N#Cc1ccccc1OCC(=O)NC(N)=O	.	-7
31	Cc1c(C(=O)Nc2ccc3oc(-c4cccnc4)nc3c2)oc2ccccc12	-5	-45
32	COc1ccc(Cl)cc1NC(=O)CSc1nc(N2CCCCC2)nc(N2CCCCC2)n1	20	-9
33	CCCCCn1c(NCc2ccco2)nc2ccccc21	-10	-9
34	CCN(CC)C(=O)CSc1nc2ccccc2c(=O)[nH]1	-6	2
35	CN(Cc1cccs1)C(=O)CCc1ccc(S(=O)(=O)N2CCOCC2)cc1	-14	12
36	COc1ccc2nc(CC(C)(C)CC(=O)O)c[n+]([O-])c2c1	-3	-12
37	Cc1nn(-c2ccccc2)c(C)c1NS(=O)(=O)c1ccccc1	-7	-6
38	COc1ccccc1-n1c(-c2cccnc2)n[nH]c1=S	6	-11
39	COCCCn1c(SCC(=O)Nc2ccc(C(=O)OC)cc2)nc2ccccc2c1=O	-14	-12
40	COC(=O)c1c(NC(=O)C2CCC2)sc(C(=O)N(C)C)c1C	-6	2
41	COc1nc(N(C)S(=O)(=O)c2ccc(C)cc2)nc(C)c1Cl	-15	-4
42	CCCCP(=O)(CCCC)Cc1ccccc1	.	-10
43	Cc1ccccc1NC(=O)C1CCCN(S(=O)(=O)c2cccc3cccnc23)C1 (centres undefined)	-52	8
44	COc1ccc(CC(=O)Nc2ccc(-c3nnc(-c4ccc(C)cc4)o3)cc2)cc1	35	.
45	COc1ccc(C(=O)Nc2cccc(C)c2)cc1S(=O)(=O)N1CCOCC1	-10	-6
46	c1ccc(Cn2nnnc2CN2CCCC2)cc1	-1	4
47	Cc1ccc(OCCNS(=O)(=O)c2cccs2)cc1	-19	-27
48	CCOc1ccc(C(=O)NC2CCN(S(=O)(=O)CC)CC2)cc1	-23	-12
49	N#Cc1c(N)n(CCOC(=O)c2cccc([N+](=O)[O-])c2)c2nc3ccccc3nc12	.	45*
50	COc1cc(C2Nc3ccc4ncccc4c3C3=C2C(=O)CC(C)(C)C3)cc(OC)c1O (centres undefined)	.	15
51	CC(C)(C)NC(=O)C(c1ccco1)N(C(=O)c1csnn1)c1ccccc1 (centres undefined)	1	-14
52	COC(=O)NNC(=O)c1ccc(C)cc1	.	7
53	CC(C)(C)c1ccc(S(=O)(=O)NCC(=O)Nc2sc3c(c2C(N)=O)CCCC3)cc1	.	-11
54	O=C(COC(=O)CN1C(=O)c2ccccc2C1=O)Nc1ncc(Cl)cc1Cl	-8	.
55	Cc1ccc(NC2=NCC(=O)N2Cc2ccccc2)c(C)c1	.	5
56	O=C(Nc1ccccc1)c1ccc(Cn2cc(C(F)(F)F)ccc2=O)cc1	.	-16
57	CCOC(=O)c1cccc(NC(=O)C2CCCN2S(=O)(=O)c2cccc3cccnc23)c1 (centres undefined)	-12	3
58	O=S(=O)(c1ccc(Cl)cc1)N1CCSC1c1ccco1 (centres undefined)	-12	9
59	COc1ccc(Br)cc1C1NC(=O)c2c(sc3c2CCN(C)C3)N1 (centres undefined)	-2	.
60	COc1ccc(-c2nc(C#N)c(NCc3ccc(F)cc3)o2)cc1OC	-1	-43

The results go on:
#	Compound	HIV RNase H inh	RmlC RmlD mix
61	C=CCN1C(=O)C(O)(CC(=O)c2ccccc2)c2ccccc21 (centres undefined)	-17	-15
62	Cc1cc(NS(=O)(=O)c2ccccc2)no1	-4	-5
63	CCCCN(CCNP(=O)(OCC)OCC)CP(=O)(OCC)OCC	.	11
64	Cc1ccc(C(=O)O)cc1-c1ccc(/C=C2/NC(=O)N(c3ccccc3)C2=O)o1	.	-4
65	CC1Cc2ccccc2N1C(=O)C1CCCCN1S(=O)(=O)c1ccccc1 (centres undefined)	.	8
66	CC1(C)NC(=O)[C@H]2CCCN21	.	-9
67	COc1ccc(C(=O)NCCn2cc(SCC(=O)NCc3ccco3)c3ccccc32)cc1	-33	-9
68	CCOc1ccccc1NC(=O)COc1cccc(-n2cnnn2)c1	6	-2
69	C=C(C)c1sc(-c2ccccc2)nc1C	.	-1
70	Cc1nc2ccc(NC(=O)c3cccc(S(=O)(=O)N4CC(C)OC(C)C4)c3)cc2s1 (centres undefined)	.	2
71	O=C(NCCc1ccccc1)C1CCN(S(=O)(=O)c2ccccc2)CC1	.	10
72	COCCCn1c(=O)c2ccccc2c2ccccc2c1=O	-32	-1
73	CCNc1nc(SC(C(C)=O)C(C)=O)nc(N(C)C)n1	-18	3
74	C=C(Br)CN1CCN(CC(=C)Br)CC1	-1	-11
75	CCOC(=O)C1CCCN(Cc2cc(OC)c(O)c(OC)c2)C1 (centres undefined)	0	-6
76	COc1ccc(CCN2CCC(Nc3nc4ccccc4n3Cc3ccc(F)cc3)CC2)cc1	3	7
77	CCCCn1c(SCc2ccc(C(=O)OC)o2)nc2cc(S(N)(=O)=O)ccc21	-23	-7
78	CCOC(=O)N1CCN(C(=O)c2ccc3nc4ccc(Cl)cc4c(=O)n3c2)CC1	-2	48*
79	CCOC(=O)c1c(-c2ccc(C)o2)csc1NC(=O)CN1CCOCC1	.	-8
80	COc1ccc(CCNC(=O)c2cc(-c3cc(Cl)cc(Cl)c3)oc2C)cc1	.	-10
81	O=C(Nc1ccc(O)c2c(=O)cc(-c3cccc(Cl)c3)oc12)c1cccc(Cl)c1	.	3
82	CCOC(=O)CNC(=O)CNC(=O)c1ccc(OC)cc1	-1	-8
83	COCCNC(=O)c1csc2c1CCCC2	-13	1
84	CCOC(=O)Cn1ncc2c(=O)oc3ccccc3c21	-6	7
85	C/C(=C\C(=O)O)C12CC3CC(CC(C3)C1)C2	.	-12
86	COc1ccc(-n2c(Cc3cccn3C)nnc2SCC(=O)NCCc2ccccc2)cc1	-14	10
87	COc1ccccc1NC(=O)c1c(C)cc(=O)oc1C	-8	-3
88	c1ccc(-c2noc(-c3ccco3)n2)nc1	-19	5
89	C=CCn1c(SCC(=O)Nc2sccc2C(N)=O)nc2sc(CC)cc2c1=O	.	18
90	CCc1ccc2[nH]c(=O)c(CN(CCN(CC)CC)C(=O)Nc3ccccc3OC)cc2c1	1	4
91	CC(C)NC(=O)C(=O)N/N=C/c1ccco1	.	6
92	CC(C)n1nnnc1SCC(=O)NCc1ccco1	-2	-6
93	CCn1c(SCc2nc3ccccc3c(=O)[nH]2)nc2ccccc2c1=O	-33	-3
94	O=C(c1ccc(F)cc1)N1CCCCC(Sc2nnc3ccccn23)C1=O (centres undefined)	-4	10
95	CC[C@H]1OC(=O)[C@H](C)[C@@H](O[C@H]2C[C@@](C)(OC)[C@@H](O)[C@H](C)O2)[C@H](C)[C@@H](O[C@@H]2O[C@H](C)C[C@H](N(C)C)[C@H]2O)[C@](C)(O)C[C@@H](C)CN(C)[C@H](C)[C@@H](O)[C@]1(C)O	.	3
96	COc1ccc(CC(=O)N2CCNC2=O)cc1	-18	-2

4 entries from above, screen by screen.
93	CCn1c(SCc2nc3ccccc3c(=O)[nH]2)nc2ccccc2c1=O
94	O=C(c1ccc(F)cc1)N1CCCCC(Sc2nnc3ccccn23)C1=O (centres undefined)
96	COc1ccc(CC(=O)N2CCNC2=O)cc1
91	CC(C)NC(=O)C(=O)N/N=C/c1ccco1

Compound | 93 | 94 | 96 | 91
HIV RNase H inh | -33 | -4 | -18 | .
RmlC RmlD mix | -3 | 10 | -2 | 6

(listing goes on)
#	Compound	HIV RNase H inh	RmlC RmlD mix
97	CC1(C)Cc2c(sc3nc(-c4ccccc4Cl)n(N)c(=O)c23)CO1	.	14
98	Cc1nn(C)c(C)c1S(=O)(=O)N1CCCC(C(=O)NC2CCCCC2)C1 (centres undefined)	-14	2
99	Cc1cc(SCC#N)n2nc(C)c(-c3ccccc3)c2n1	2	6
100	O=S1(=O)C=C(SCCN2CCCCC2)c2ccccc21	2	3
101	Cc1ccc(SCC(=O)NCCCN2CCOCC2)cc1	-2	-13
102	COc1ccc(C2NCCC3(O)CCCCC23)c(OC)c1OC (centres undefined)	2	-5
103	Cc1occc1C(=O)N1N=C(C2CC2)CC1(O)C(F)(F)F (centres undefined)	.	0
104	CCOc1nc2c(c(=O)n(C)c(=O)n2C)n1Cc1ccccc1Cl	-21	4
105	CCOc1cc2[nH]c(=S)n(CCN3CCCCC3CC)c(=O)c2cc1OCC (centres undefined)	.	-2
106	CSc1nc(C)c(C(=O)Nc2ccccc2)c(C)c1C#N	-4	32
107	O=C(Nc1ccc(N2CCN(C(=O)c3ccccc3)CC2)c(Cl)c1)c1cccnc1	.	30
108	CCC(C)(C(=O)NC1CCCCC1)N(C(=O)c1ccccn1)c1ccc(C)cc1 (centres undefined)	.	-9
109	OC(COc1ccc(OCc2ccccc2)cc1)CN1CCOCC1 (centres undefined)	-5	8
110	CC(=O)N1CCN(Cc2nc3cc(NC(=O)c4ccc(Cl)cc4)ccc3n2C)CC1	.	6
111	Cc1nc2nc(SCC(N)=O)[nH]c2cc1Br	11	4
112	Clc1ccc(Cc2nc(-c3cccnc3)no2)cc1	.	-7
113	CN(Cc1ccccc1)C(=O)N[C@@H](Cc1ccccc1)C(=O)O	-1	-23
114	CCCc1nnc(NC(=O)CCC(=O)N2CCN(CCn3c(C)ccc3C)CC2)s1	4	1
115	O=C(Nc1ccncc1)C1CC1c1ccccc1 (centres undefined)	.	-10
116	CN(C)CCCOC(=O)C1c2ccccc2Oc2ccccc21	-6	-9
117	CCOC(=O)c1[nH]c(C)c(C(=O)Nc2ccccc2C)c1C	-10	-10
118	Cc1cccc(C)c1NC(=O)C(=O)NCCOc1ccc(Cl)cc1	.	-11
119	Cc1ccc(-c2noc(CN3CCCCC3)n2)cc1	.	-11
120	COc1cc(C(=O)OCC(=O)N(C)C)cc(NC(=O)c2ccco2)c1OC	.	-12

A draw from above in order of SMILES length, ascending:
#	Compound	HIV RNase H inh	RmlC RmlD mix
115	O=C(Nc1ccncc1)C1CC1c1ccccc1 (centres undefined)	.	-10
111	Cc1nc2nc(SCC(N)=O)[nH]c2cc1Br	11	4
109	OC(COc1ccc(OCc2ccccc2)cc1)CN1CCOCC1 (centres undefined)	-5	8
114	CCCc1nnc(NC(=O)CCC(=O)N2CCN(CCn3c(C)ccc3C)CC2)s1	4	1

Carrying on:
#	Compound	HIV RNase H inh	RmlC RmlD mix
121	CCOC(=O)Cc1csc(NC(=O)CC)n1	-3	-13
122	Cc1ccc(N2CCN(C(=O)c3ccccc3F)CC2)c(C)c1	-4	0
123	COc1cc(C(c2sc3nc(C)nn3c2O)N2CCC3(CC2)OCCO3)cc(OC)c1OC (centres undefined)	-12	5
124	COC(=O)c1ccc(C2C(C(C)=O)=C(O)C(=O)N2CCO)cc1 (centres undefined)	-5	16
125	CCc1c(C(=O)NCc2ccc3c(c2)OCO3)[nH]c(C)c1C(C)=O	-30	-13
126	COc1cccc(C(=O)NCCC2=CCCCC2)c1	.	3
127	COc1ccc(N2CCN(CCNC(=O)c3ccc(NC(=O)C4CCCO4)cc3)CC2)cc1 (centres undefined)	1	5
128	CCN(CC)C(=O)CC(c1ccc(F)cc1)c1ccco1 (centres undefined)	-16	-4
